High-throughput results (PubChem)
Pin1 inhibitor: qHTS Assay to Find Inhibitors of Pin1; Peptidyl-prolyl cis-trans isomerase NIMA-interacting 1 (Homo sapiens), Q13526; Pin1 FP peptide displacement, HiFluor488, 10 min; Potency, µM (doses to about 115 µM), without a hit: top-dose activity, negative = inhibition, hits mostly inhibitors; hit rate 0.009% among 390,000; AID 504891, 2011; active means well fitted inhibition curve with a large enough effect in the polarisation, with a control signal flat, not every such curve was filed as active; inconclusive means small, poorly fitted or top-dose-only effect, or effect the other way, or a change in a side signal; inactive means no such curve, though single readings can be large or run the other way; the % refers to the polarisation; further: on the % scale 0 is the no-effect control and ±100 the full control effect
G9a block: qHTS Assay for Inhibitors of Histone Lysine Methyltransferase G9a. AID 504332, 2011. hit rate 8.8% among 350,000. G9a H3K9 monomethylation, AlphaScreen, 2 h. Potency, µM (top dose mostly 102 µM), without a hit: top-dose activity, negative = inhibition, most hits filed as inhibitors. Histone-lysine N-methyltransferase EHMT2 (Homo sapiens), Q96KQ7; further: on the % scale 0 is the no-effect control and ±100 the full control effect; nearly all actives have a fitted effect of over 75% in size
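G9a (20 nM) preincubated 15 min RT with compounds, then 500 nM biotinylated H3K9 peptide and 20 uM SAM added; 2 h RT reaction. Monomethyl-H3K9 product detected by AlphaScreen with anti-H3K9me1 antibody, streptavidin donor and anti-rabbit IgG acceptor beads.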
GLS inh: qHTS for Inhibitors of Glutaminase (GLS). Glutaminase kidney isoform, mitochondrial (Homo sapiens), O94925. GLS enzymatic activity, qHTS titration. Potency, µM (series often up to 45.5 µM), for the others: top-dose activity change, negative = inhibition, usual class: inhibitors. hit rate 0.21% among 410,000. AID 624170, 2012; further: on the % scale 0 is the no-effect control and ±100 the full control effect
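Glutamate formation by hKGA was monitored fluorometrically using coupled glutamate oxidase, HRP and Amplex Red. Substrate was added as 1 mM L-glutamine solution; incubation was 30 min at RT after an initial read.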
Tb PGK inh: qHTS Assay to Find Inhibitors of Phosphoglycerate Kinase; hit rate 0.043% among 380,000; AID 602233, 2012; PGK/GAPDH coupled, Kinase-Glo luminescence, 60 min; Phosphoglycerate kinase, glycosomal (Trypanosoma brucei brucei), P07378; Potency, µM (titrated, usually from 57.5 µM), without a hit: at the highest dose activity change, negative = inhibition, usual class: inhibitors; further: on the % scale 0 is the no-effect control and ±100 the full control effect; nearly all actives have a fitted effect of over 60% in size
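Recombinant glycosomal PGK reaction used 1,3-bisphosphoglycerate generated in-well by GAPDH (100nM final) in 100mM TEA pH 7.6, 5mM MgCl2, 0.01% Tween-20. After 60 minutes at room temperature, ATP was read by Kinase-Glo Plus luminescence end-point.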
POLI inh: qHTS for Inhibitors of Polymerase Iota; Pol iota fluorescent replication assay, 10 min; Potency, µM (titrated, usually from 115 µM), for the others: at the highest dose activity, negative = inhibition, hits mostly inhibitors; hit rate 1% among 390,000; DNA polymerase iota (Homo sapiens), Q9UNA4; AID 588590, 2011
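Fluorescent replication assay read twice, at 0 min and 10 min after adding 50 nM (final) substrate. Enzyme (10 nM) and compounds were first incubated 15 min at room temperature; enzyme-free buffer wells were negative controls.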
BAZ2B block: qHTS Assay for Inhibitors of BAZ2B | Potency, µM (highest dose often 114 µM), without a hit: at the highest dose activity change, negative = inhibition, hits mostly inhibitors | Bromodomain adjacent to zinc finger domain protein 2B (Homo sapiens), Q9UIF8 | hit rate 4.4% among 360,000 | AlphaScreen BAZ2B-H3K14Ac peptide displacement; further: on the % scale 0 is the no-effect control and ±100 the full control effect; nearly all actives have a fitted effect of over 60% in size
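BAZ2B 50 nM plus b-H3(5-23)K14Ac 50 nM, PBS pH 7.4/0.01% Tween-20, 30 min RT; compound added (max 110 uM), 30 min RT; streptavidin donor/Ni-chelate acceptor beads 10 ug/mL final, 20 min dark; AlphaScreen read.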
HP1b chromo inh: HTS for Inhibitors of HP1-beta Chromodomain Interactions with Methylated Histone Tails; Potency, µM (series often up to 114 µM), for inactives: at the highest dose activity change, negative = inhibition, usual class: inhibitors; hit rate 0.56% among 390,000; AlphaScreen HP1-beta / biotin-H3K9me3 peptide binding; AID 540317, 2011; further: nearly all actives have a fitted effect of over 70% in size; inactives centre near 23
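HP1-beta protein (50 nM final) preincubated 30 min at room temperature with biotinylated H3(1-18)K9me3 peptide (50 nM) in PBS pH 7.4, 0.01% Tween-20, then compound added for 30 min. AlphaScreen streptavidin donor/nickel chelate acceptor beads (10 ug/mL final), 30 min dark, luminescence read.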
JMJD2A Tudor inh: qHTS Assay for Inhibitors of JMJD2A-Tudor Domain. Lysine-specific demethylase 4A (Homo sapiens), O75164. hit rate 4.4% among 390,000. AID 504339, 2011. AlphaScreen JMJD2A-Tudor / H3K4me3 peptide binding. Potency, µM (highest dose often 114 µM), inactives show top-dose activity change, negative = inhibition, usual class: inhibitors; further: on the % scale 0 is the no-effect control and ±100 the full control effect; nearly all actives have a fitted effect of over 50% in size
BLM helicase inh: qHTS Assay for Inhibitors of Bloom's syndrome helicase (BLM). hit rate 0.2% among 350,000. RecQ-like DNA helicase BLM (Homo sapiens), P54132. Potency, µM (highest dose often 56.1 µM), inactives show at the highest dose activity change, negative = inhibition, most hits filed as inhibitors. recombinant BLM DNA unwinding, fluorescence dequenching. AID 2528, 2010;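 further: plate controls were vehicle for no effect and no enzyme for full effect; nearly all actives have a fitted effect of over 35% in size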
Target sequence (P54132 whole entry, looked up): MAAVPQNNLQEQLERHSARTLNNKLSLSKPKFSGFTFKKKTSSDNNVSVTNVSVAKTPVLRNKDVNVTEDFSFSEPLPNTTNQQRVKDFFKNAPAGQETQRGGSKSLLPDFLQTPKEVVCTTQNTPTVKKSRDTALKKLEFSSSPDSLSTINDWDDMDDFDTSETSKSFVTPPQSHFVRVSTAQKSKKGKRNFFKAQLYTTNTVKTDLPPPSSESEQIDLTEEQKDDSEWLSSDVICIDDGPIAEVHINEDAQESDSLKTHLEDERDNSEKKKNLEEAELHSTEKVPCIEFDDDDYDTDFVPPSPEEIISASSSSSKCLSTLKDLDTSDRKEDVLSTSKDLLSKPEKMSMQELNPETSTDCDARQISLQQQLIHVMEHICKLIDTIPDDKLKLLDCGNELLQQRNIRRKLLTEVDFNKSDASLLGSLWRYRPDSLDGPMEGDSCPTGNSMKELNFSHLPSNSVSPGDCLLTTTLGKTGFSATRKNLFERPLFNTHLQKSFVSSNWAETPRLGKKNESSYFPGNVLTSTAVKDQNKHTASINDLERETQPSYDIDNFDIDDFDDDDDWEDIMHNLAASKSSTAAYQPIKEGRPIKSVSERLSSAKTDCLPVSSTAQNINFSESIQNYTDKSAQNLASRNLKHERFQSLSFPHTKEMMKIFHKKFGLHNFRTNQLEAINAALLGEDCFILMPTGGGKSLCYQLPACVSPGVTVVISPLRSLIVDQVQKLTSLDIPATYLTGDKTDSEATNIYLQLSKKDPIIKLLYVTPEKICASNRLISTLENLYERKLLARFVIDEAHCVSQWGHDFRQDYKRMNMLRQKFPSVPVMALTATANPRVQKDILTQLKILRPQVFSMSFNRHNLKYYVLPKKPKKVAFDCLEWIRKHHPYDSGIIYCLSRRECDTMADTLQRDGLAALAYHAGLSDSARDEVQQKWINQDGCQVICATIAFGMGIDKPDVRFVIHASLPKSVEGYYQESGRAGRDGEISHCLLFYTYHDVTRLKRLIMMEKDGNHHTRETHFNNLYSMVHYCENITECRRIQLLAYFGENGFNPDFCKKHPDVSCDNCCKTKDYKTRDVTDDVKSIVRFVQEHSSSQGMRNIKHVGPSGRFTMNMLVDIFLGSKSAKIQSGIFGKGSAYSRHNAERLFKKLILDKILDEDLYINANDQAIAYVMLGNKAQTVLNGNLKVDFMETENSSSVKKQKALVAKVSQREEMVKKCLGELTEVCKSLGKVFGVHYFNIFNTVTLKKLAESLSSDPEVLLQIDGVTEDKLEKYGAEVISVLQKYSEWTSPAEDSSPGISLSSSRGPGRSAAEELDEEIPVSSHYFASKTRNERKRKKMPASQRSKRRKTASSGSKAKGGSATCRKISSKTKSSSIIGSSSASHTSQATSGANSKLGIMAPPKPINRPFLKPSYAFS
Starred values were filed as active, the others as inactive; i = inactive; u = inconclusive; x = not tested or not shown; & = joins results of further samples; [ ] = dose if it differs, or a comment. Unless noted, the call rests on the fitted dose curve; in most records, active means well fitted curve in the direction sought with a large enough effect; inconclusive means small, poorly fitted or top-dose-only effect, or another doubt; inactive means no such curve, though single readings can be large; an effect the other way counts as inactive or inconclusive. Potency means the concentration at half of the fitted maximal effect. Not all compounds are listed. The share of hits here may be higher or lower than overall.

SMILES	Pin1 inhibitor	G9a block	GLS inh	Tb PGK inh	POLI inh	BAZ2B block	HP1b chromo inh	JMJD2A Tudor inh	BLM helicase inh
CC(OC(=O)c1ccccc1NCc1ccco1)C(=O)Nc1ncc(Cl)cc1Cl (stereo not given)	-5%	u	1%	-5%	-3%	3%	24%	3%	-2%
CCc1cccc(NC(=O)CCS(=O)(=O)c2ccc(Br)cc2)c1	-6%	28µM*	-14%	x	-2%	32µM*	8.9µM*	11µM*	-1%
Cc1cccc([C@@H]2[C@@H]3C(=O)N(Cc4ccccc4)C(=O)[C@@H]3[C@]3(C)C(=O)N(c4ccc(C(F)(F)F)cc4)C(=O)N23)c1	14%	9%	4%	-4%	u	-7%	16%	-27%	-15%
CCC1CCCCN1C(=S)NCc1ccccc1 (stereo not given)	5%	13%	-8%	-7%	-10%	1%	42%	1%	5%
COc1ccc(-c2cc(C(F)(F)F)nc(SCC(=O)NCc3cnn(C)c3C)n2)cc1OC	-6%	6%[59 µM]	3%	i	15%	-8%	4%	-35%	-8%
CCc1cccc(CC)c1NC(=S)NCc1ccc2c(c1)OCO2	2%	-10%[59 µM]	-18%	1%	128%[activator]	-13%	10%	-8%	-3%
CCOCN(C(=O)Cn1c(C(C)O)nc2ccccc21)c1c(C)cccc1CC (stereo not given)	1%	-8%[59 µM]	-3%	9%	27%	5%	33%	-10%	-1%
CC(C)NS(=O)(=O)c1ccc(NC(=S)NC(=O)c2ccc(-c3ccccc3)cc2)cc1	3%	-3%	19%	8%	11%	-9%	-4%	-24%	-9%
Cc1ccc(NC(=O)CNC(=O)Cn2cnc3sc(C)c(C)c3c2=O)cc1F	25%	35%	-17%	-10%	20%	-20%	2%	u	-3%
COc1ccccc1NC(=O)CSc1nc(SC)ns1	5%	-19%	-13%	-6%	20%	11%	34%	17%	-4%
COc1ccc(CNC(=O)C(C)n2nc(C)c3c(C)n(-c4ccccc4)nc3c2=O)c(OC)c1 (stereo not given)	-4%&-10%	68%[activator]	-16%&-5%	i	4%&31%	-17%&10%	0%&63%	-8%	-6%&-2%
COc1ccc(NC(=O)CCc2c(C)nn(-c3ccc(N4CCOCC4)nn3)c2C)cc1	-5%	5%	-1%	-1%	6%	-36%[57.1 µM]	14%	-8%	1%
CCc1ccccc1NC(=O)c1cc(S(=O)(=O)N2CCC(C)CC2)cn1C	-9%	-4%[59 µM]	-6%	0%	31%[activator]	-13%	24%[57 µM]	-3%	-2%
Cc1cc(Cl)c(S(=O)(=O)NC(C(=O)O)C(C)C)cc1OCC(=O)NC1CCCCC1 (stereo not given)	-2%	5%[59 µM]	0%	12%	14%	3%	26%	10%	-6%
Cc1ccc(N(CC(=O)Nc2ccc(-c3nc4ccc(C)cc4s3)cc2)S(C)(=O)=O)cc1	15%	8%[59 µM]	8%	i	24%	5%	30%	-13%	0%
Cc1nn(C)cc1C(=O)NNC(=S)Nc1ccc(Cl)cc1	0%	u	38%[activator]	3%	u	1%	49%[activator]	-21%	2%
CCOc1ccccc1OCC(=O)Nc1ccc(S(=O)(=O)N(C)C)cc1	3%	18%[59 µM]	6%	3%	29%	x	27%	7%	-16%
Cc1cccc(NC(=O)Cn2cnc3c(oc4ccccc43)c2=O)c1	-1%	-1%	5%	-6%	0%	-16%	1%	-7%	-2%
COC(=O)[C@@]1(Cc2ccc(F)cc2)[C@H]2c3cc(C(=O)N(C)C)n(Cc4ccc(OC)c(OC)c4)c3C[C@H]2CN1C(=O)c1ccccc1	1%	50µM*	-1%	-10%	10%	u	-14%	u	-4%&-8%
COc1cc(C2Nc3ccccc3C(=O)N2c2ccccc2OC)ccc1O (stereo not given)	4%	-54%[2.33 µM]	33%[activator]	i	-16%	u	7%	-26%	-3%
O=C(CN1C(=O)NC2(CCOc3ccccc32)C1=O)Nc1ccc2c(c1)OCCO2 (stereo not given)	-3%	u	7%	2%	6%	2%	28%	-25%	-8%
Cc1ccc(Cn2ccc(NC(=O)c3cc(C)on3)n2)cc1	3%	20%	-1%	-5%	1%	9%	26%	6%	-3%
COc1ccc(-c2sc(Nc3ccc(F)c(F)c3F)nc2CCC(=O)NN)cc1	-10%	-48%	-27%	i	88%[activator]	-35%	-23%	56µM*	-12%
COc1ccc(S(=O)(=O)N2CCN(CCC(=O)Nc3ccccc3F)CC2)cc1	2%	1%[59 µM]	-1%	-5%	10%	2%	9%	-3%	0%
CC(C)(C)c1nc(SCC(=O)NCc2cccs2)c2ccccc2n1	5%	x	-1%	9%	15%	-2%	36%	0%	-7%
Cc1nc2sc(C(c3cccs3)N3CCC(C(N)=O)CC3)c(O)n2n1 (stereo not given)	1%	1%	-7%	-3%	7%	15%	42%[activator]	-1%	2%
O=C1Nc2ccccc2N(O)N1c1cc(-c2ccc(Cl)cc2)[nH]n1	-4%	2%	11%	2%	2%	-22%	37%	0%	0%
CCC(=O)Nc1ccccc1-c1nc2ccccc2n(Cc2cccc(Br)c2)c1=O	4%	-10%[59 µM]	1%	-4%	-6%	-7%	19%	-18%	-5%
CCc1ccc(NC(=O)CSc2nnc(CNC(=O)c3c(F)cccc3Cl)o2)cc1	2%	10%[12.7 µM]	-3%	1%	36%[activator]	-6%	35%	-15%	0%
COc1ccc(S(=O)(=O)N2CCCOC2CNC(=O)C(=O)NCc2ccccc2F)cc1C (stereo not given)	-1%	17%	2%	-8%	-13%	-9%	18%	-7%	-5%
COC(=O)C(Cc1c[nH]c2ccccc12)NC(=O)CNC(C)=O (stereo not given)	-1%	-35%[59 µM]	10%	1%	-3%	1%	8%	-24%	0%
CCCc1sc(N2CCCC(C(N)=O)C2)nc1-c1ccccc1 (stereo not given)	-4%	-94%	7%	-1%	-13%	u	u	28µM*	0%
CSc1nnc(SCC2=NNC(=O)SC2)s1	1%	-6%[59 µM]	0%	-5%	22%	5%	31%	3%	-1%
Cc1ccccc1-c1nnc(-c2ccc(Br)cc2)o1	5%	-1%[59 µM]	3%	-5%	-3%	5%	68%[activator]	1%	-2%
CCCCN1C(=O)C(=O)N(CC(=O)N2CCN(c3ccccc3)CC2)C1=O	10%	12%[0.501 µM]	14%	-11%	10%	6%	-19%	-17%	x
CCOc1ccc(CCNC(=O)COC(=O)/C=C/c2ccc(OC(F)F)c(OC)c2)cc1OCC	0%	u	-4%	5%	25%	8%	19%	-5%	x
C=CCN1c2ccccc2[C@]23C[C@@H](C(=O)OC)N(C(C)=O)C2=NC(C(=O)OC)=C(C(=O)OC)[C@H]13	2%	-38%[12.7 µM]	2%	-3%	21%	-11%	26%	-12%	-4%[12.4 µM]
NC(=O)c1cc(S(=O)(=O)N2CCOCC2)cs1	1%	x	2%	12%	0%	-33%	19%[57 µM]	-10%	-4%
C/C(=N\Nc1nc2ccccc2[nH]1)c1ccc([N+](=O)[O-])cc1	-2%	u	-9%	2%	u	u	59%[activator]	-33%	-7%
CN(CC(=O)Nc1ccc(N2CCOCC2)cc1)C(=O)Cc1ccccc1	10%	-4%[12.7 µM]	4%	-2%	33%[activator]	5%	19%	-2%	x
COc1ccc(-c2cc(-c3nnc(COC(=O)CC4CCCC4)o3)c3ccccc3n2)cc1OC	4%	162%[activator][59 µM]	0%	0%	36%[activator]	19%	103%[activator]	17%	-4%
CN(C)Cc1nc2ccccc2c(=O)n1CC(=O)Nc1cccc(S(=O)(=O)N2CCOCC2)c1	4%	-33%	-16%	1%	96%[activator]	-7%	26%	-5%	-1%

Single records (already shown). Values in the order: Pin1 inhibitor, G9a block, GLS inh, Tb PGK inh, POLI inh, BAZ2B block, HP1b chromo inh, JMJD2A Tudor inh, BLM helicase inh
Profile of CCc1ccc(NC(=O)CSc2nnc(CNC(=O)c3c(F)cccc3Cl)o2)cc1 : 2%, 10%[12.7 µM], -3%, 1%, 36%[activator], -6%, 35%, -15%, 0%
Profile of Cc1ccccc1-c1nnc(-c2ccc(Br)cc2)o1 : 5%, -1%[59 µM], 3%, -5%, -3%, 5%, 68%[activator], 1%, -2%

Shown field by field: entries from further up.
COc1ccc(S(=O)(=O)N2CCN(CCC(=O)Nc3ccccc3F)CC2)cc1
  Pin1 inhibitor: 2%	G9a block: 1%[59 µM]	GLS inh: -1%	Tb PGK inh: -5%	POLI inh: 10%	BAZ2B block: 2%	HP1b chromo inh: 9%	JMJD2A Tudor inh: -3%	BLM helicase inh: 0%

COc1ccc(-c2sc(Nc3ccc(F)c(F)c3F)nc2CCC(=O)NN)cc1
  Pin1 inhibitor: -10%	G9a block: -48%	GLS inh: -27%	Tb PGK inh: i	POLI inh: 88%[activator]	BAZ2B block: -35%	HP1b chromo inh: -23%	JMJD2A Tudor inh: 56µM*	BLM helicase inh: -12%

O=C(CN1C(=O)NC2(CCOc3ccccc32)C1=O)Nc1ccc2c(c1)OCCO2 (stereo not given)
  Pin1 inhibitor: -3%	G9a block: u	GLS inh: 7%	Tb PGK inh: 2%	POLI inh: 6%	BAZ2B block: 2%	HP1b chromo inh: 28%	JMJD2A Tudor inh: -25%	BLM helicase inh: -8%
